# V-ATPase pH – alters yeast V-ATPase proton transport. S. cerevisiae, pHLuorin cytosolic pH fluorescence. response, % at 10 µM. actives 0.37% (n = 350,000). AID 504577; in the data active = response mostly above about 7.3%, no sharp cut-off; inactive = mostly below about 5.4%; note: actives read high; inactives centre near 0; some compounds called inactive have numbers as strong as hits; reference of the scale not given here
# HTR5A ag – activates human HTR5A in OPRM1-OPRD1 agonist counter-screen; P47898; HTR5A agonist assay, luminescence, cell-based; activation, % at 9.3 µM; actives 0.61% (n = 340,000); in the data active = activation mostly above about 9.5%, no sharp cut-off; inactive = mostly below about 7.6%;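 note: 0% = cells with vehicle only and 100% = reference agonist; strong numbers were not always called active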
# RTF Ca sens inh – cardiac RTF calcium desensitization. P19429+P45379. IANBD-labeled cardiac RTF, Ca2+ fluorescence. inhibition, % at 7.15 µM. actives 0.12% (n = 340,000). AID 493244;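 active = inhibition above the mean inhibition of all tested compounds plus 3 SD, cut at about 17% in these data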;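 note: assay run at fixed EC70 calcium of 1.6 mM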
# C-LANA FP – blocks KSHV LANA C-terminal domain binding to DNA; AID 504423; inhibition, % at 9 µM; MBP-C-LANA/FAM-LBS DNA binding, fluorescence polarization; actives 0.078% (n = 340,000);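 active = highest replicate inhibition at or above 60% at 9 µM, even if other replicates fall short; inactive = all replicates below 60% inhibition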;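 note: 0% = neutral control wells and 100% = 4 µM acridine orange control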
# HTR5A inv ctr – inverse agonist of human HTR5A in OPRM1-OPRD1 counter-screen; P47898; HTR5A cell line, luminescence, inverse agonism; inhibition, % at 9.3 µM; actives 0.083% (n = 340,000); AID 504634; in the data active = inhibition mostly above about 23%, no sharp cut-off; inactive = mostly below about 18%;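 note: 0% = cells with DMSO and 100% = no-cell wells with DMSO; some compounds called inactive have numbers as strong as hits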
# cardiac RTF act – increases calcium sensitivity of human cardiac regulated thin filaments | P19429+P45379 | IANBD-labeled TnC RTF fluorescence at EC20 calcium; 0% EC20 calcium, 100% full calcium | activation, % at 7.2 µM | actives 0.24% (n = 340,000) | AID 493008;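 active = activation above the mean over all tested compounds plus 3 SD, cut at about 30% in these data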;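 note: rise in fluorescence read as greater calcium sensitivity of cardiac thin filaments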
# OPRM1-OPRD1 inv – mu-delta opioid heterodimer inverse agonism | P35372+P41143 | cell-based MOR-DOR heterodimer luminescence | inhibition, % at 9.3 µM | actives 0.21% (n = 340,000) | AID 504357; in the data active = inhibition above about 22%, passing the limit was not always enough;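 note: 0% = cells with DMSO and 100% = wells without cells with DMSO; values of inactives mirror those of a sister screen read the other way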
# Target sequence (P35372 whole entry, looked up): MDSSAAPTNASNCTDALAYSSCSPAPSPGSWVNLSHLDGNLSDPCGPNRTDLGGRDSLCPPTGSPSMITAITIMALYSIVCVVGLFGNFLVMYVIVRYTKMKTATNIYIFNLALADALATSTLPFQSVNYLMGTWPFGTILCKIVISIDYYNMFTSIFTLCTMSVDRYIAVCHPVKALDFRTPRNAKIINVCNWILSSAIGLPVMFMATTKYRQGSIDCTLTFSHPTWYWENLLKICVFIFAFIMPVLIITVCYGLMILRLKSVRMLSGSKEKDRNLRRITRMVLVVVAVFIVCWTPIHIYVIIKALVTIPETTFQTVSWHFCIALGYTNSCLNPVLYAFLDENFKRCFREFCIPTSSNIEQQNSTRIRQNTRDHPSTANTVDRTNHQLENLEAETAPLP
# Target sequence (P41143 whole entry, looked up): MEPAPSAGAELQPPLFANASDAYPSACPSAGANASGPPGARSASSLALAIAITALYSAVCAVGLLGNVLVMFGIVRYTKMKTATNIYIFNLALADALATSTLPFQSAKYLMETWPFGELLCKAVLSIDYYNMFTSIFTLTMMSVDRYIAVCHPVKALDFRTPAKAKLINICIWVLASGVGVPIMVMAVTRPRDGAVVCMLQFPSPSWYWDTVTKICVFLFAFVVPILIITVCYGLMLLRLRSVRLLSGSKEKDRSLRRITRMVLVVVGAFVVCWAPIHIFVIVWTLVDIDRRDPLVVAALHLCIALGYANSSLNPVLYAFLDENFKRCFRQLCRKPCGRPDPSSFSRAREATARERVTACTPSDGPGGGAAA
# OPRM1-OPRD1 ag – OPRM1-OPRD1 heterodimerization agonism; P35372+P41143; cells, luminescence; activation, % at 9.3 µM; actives 0.3% (n = 340,000); AID 504326; in the data active = activation above about 18%;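 note: 0% = vehicle-treated cells and 100% = reference agonist; values of inactives mirror those of a sister screen read the other way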
# Keap1 Nrf2 FP – inhibitors of human Keap1-Nrf2 protein-protein interaction; Keap1 Kelch-Nrf2 peptide fluorescence polarization, 1536-well; inhibition, % at 9.4 µM; actives 0.15% (n = 340,000); in the data active = inhibition above about 12%;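 note: human Keap1 Kelch domain with fluorescein labeled Nrf2 9mer peptide probe; 0% = neutral control wells and 100% = peptide positive control; higher means more block of Keap1 binding to Nrf2 peptide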
# CAL-PDZ inh HTS – CAL PDZ (human) peptide binding inhibition. Q9HD26. purified CAL PDZ, TMR-peptide fluorescence polarization, 1 h. inhibition, % at 24.9 µM. actives 0.92% (n = 300,000). AID 602252;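 active = mean inhibition of at least 30% with at least half of replicates also reaching 30%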;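 note: 0% = DMSO neutral control and 100% = excess unlabeled competitor peptide PRC23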
# Starred values were filed as active, the others as inactive; x = not tested or not shown.
# Key to letters – A = V-ATPase pH; B = HTR5A ag; C = RTF Ca sens inh; D = C-LANA FP; E = HTR5A inv ctr; F = cardiac RTF act; G = OPRM1-OPRD1 inv; H = OPRM1-OPRD1 ag; I = Keap1 Nrf2 FP; J = CAL-PDZ inh HTS
1. COC(=O)C1CCN(C(=O)COC(=O)c2ccc(OC)c(S(=O)(=O)N3CCCc4ccccc43)c2)CC1
  A = 2	B = 2	C = 6	D = -0.4	E = -5	F = -1	G = 0	H = 0.0	I = -9	J = -2

2. COc1ccc(CCC(=O)Nc2cccc(S(=O)(=O)N3CCCCCC3)c2)cc1OC
  A = 0	B = 1	C = -7	D = 2.4	E = -2	F = 0	G = -1	H = 0.3	I = -4	J = -5

3. CCOC(=O)CSc1nc(C)cc(C)c1C#N
  A = -2	B = -4	C = -2	D = -0.2	E = -5	F = 8	G = 0	H = 0.1	I = 2	J = -8

4. CCc1ccc(CC(=S)N2CCOCC2)cc1
  A = 0	B = 0	C = -9	D = 1.8	E = -9	F = -3	G = 12	H = -1.9	I = -6	J = -6

5. O=S(=O)(c1ccccc1)C1CC1(c1ccccc1)c1ccccc1 (stereo not drawn)
  A = 1	B = -1	C = -5	D = 0.6	E = 4	F = -2	G = -11	H = 2.6	I = -2	J = -5

6. COc1ccc(C2(CNC(=O)/C=C/c3ccco3)CCCC2)cc1OC
  A = 1	B = -3	C = -7	D = 0.2	E = -43	F = -4	G = 5	H = -0.9	I = -8	J = -4

7. O=C(NCCc1ccccc1)C1CCN(S(=O)(=O)c2ccc(Br)s2)CC1
  A = -2	B = 0	C = 4	D = 0.7	E = 3	F = 0	G = 8	H = -1.5	I = -6	J = -6

8. CCN(CC(=O)Nc1ccccc1C(F)(F)F)C(=O)Cc1sc(C)nc1-c1ccc(F)cc1
  A = 0	B = 3	C = -9	D = x	E = -8	F = -4	G = 11	H = -2.1	I = x	J = -5

9. CCC(=O)Nc1cc(=O)[nH]c2nc(-c3ccc(Cl)cc3)nn12
  A = 0	B = 7	C = -2	D = -0.1	E = -21	F = -1	G = 14	H = -2.7	I = 4	J = -4

10. COc1cccc(CNC(=O)c2nnn(CC(=O)Nc3c(C)cccc3C)c2N)c1
  A = -2	B = 3	C = 3	D = -1.0	E = 0	F = -1	G = 8	H = -1.5	I = 1	J = 2

11. N#Cc1ccc(C(=O)N2CCC3CC2c2cc(-c4ccccc4)ccc23)cc1 (stereo not drawn)
  A = 0	B = 1	C = -2	D = 0.0	E = -3	F = 5	G = 11	H = -2.4	I = -4	J = -1

12. CCOC(=O)N1CCN(CCC(=O)c2ccc(Cl)cc2)CC1
  A = 1	B = 7	C = -5	D = -0.3	E = -11	F = 2	G = 10	H = -2.2	I = -10	J = -1

13. CCCC(=O)Nc1ccccc1NC(=O)c1cc(OC)c(OC)c(OC)c1
  A = 3	B = 0	C = 0	D = -3.4	E = 0	F = 3	G = 10	H = -2.3	I = -4	J = 4

14. O=C(O)C1Cc2[nH]cnc2C(c2cccc([N+](=O)[O-])c2)N1 (stereo not drawn)
  A = 2	B = -3	C = -6	D = 0.1	E = 0	F = 12	G = -4	H = 0.8	I = -3	J = x

15. Cc1ccc(N2C(=O)C3C4C=CC(CNC(=S)Nc5ccc(Cl)cc5)(O4)C3C2=O)cc1 (stereo not drawn)
  A = -5	B = -1	C = 1	D = 1.1	E = 1	F = -9	G = -1	H = 0.3	I = -2	J = -1

16. CNc1nnc(SCC(=O)c2c(N)n(C3CC3)c(=O)[nH]c2=O)s1
  A = -4	B = 6	C = -11	D = -0.1	E = -15	F = -1	G = 9	H = -1.8	I = 2	J = x

17. CCOC(=O)C1=C(C)OC(N)=C(C(=O)OCC)C1c1cccnc1 (stereo not drawn)
  A = 1	B = 2	C = -6	D = 1.2	E = -6	F = -6	G = 9	H = -1.7	I = -1	J = -2

18. CN(C)c1ccc(C2C3C(=O)N(c4ccc(C(=O)O)cc4)C(=O)C3ON2c2ccccc2)cc1 (stereo not drawn)
  A = 0	B = 5	C = 2	D = 1.0	E = -7	F = 2	G = -2	H = 0.4	I = -2	J = -1

19. Cc1ccc2nc(N3C(=O)C(O)=C(C(=O)c4ccc(C)o4)C3c3cccc(O)c3)sc2c1 (stereo not drawn)
  A = -1	B = -3	C = -23	D = 1.0	E = 8	F = 0	G = 9	H = -2.0	I = -4	J = -12

20. O=[N+]([O-])c1cccc(COc2ccccc2CN2CCCC2)c1
  A = 1	B = 1	C = -7	D = -1.0	E = -3	F = -3	G = 7	H = -1.5	I = -1	J = -3

21. Oc1cccc(CCC2CCCCN2Cc2cn[nH]c2-c2ccc3c(c2)OCO3)c1 (stereo not drawn)
  A = 0	B = -5	C = 8	D = -1.5	E = 1	F = 8	G = 7	H = -1.3	I = -6	J = -1

22. CC1=C(C(=O)OCC2CCCO2)C(c2ccc(C)cc2)C2=C(CC(C)(C)CC2=O)N1 (stereo not drawn)
  A = 1	B = -2	C = -5	D = -3.2	E = 19	F = -5	G = 2	H = -0.3	I = -4	J = -1

23. O=C(O)c1ccccc1SCc1cn2ccccc2n1
  A = -4	B = -3	C = 4	D = 0.2	E = 5	F = -3	G = -9	H = 1.3	I = -5	J = -1

24. CC(C)(C)NC(=O)CN(CCc1ccccc1)C(=O)c1csnn1
  A = -1	B = 2	C = -5	D = -0.6	E = -4	F = 5	G = 12	H = -2.1	I = -4	J = -3

25. O=C(CCc1ccccc1)NCCc1ccc(F)cc1
  A = -3	B = 3	C = 0	D = 0.3	E = -11	F = 6	G = -7	H = 1.5	I = 5	J = 2

# By substructure: the compounds so far containing a Cl atom.
# Key to letters – A = V-ATPase pH; B = HTR5A ag; C = RTF Ca sens inh; D = C-LANA FP; E = HTR5A inv ctr; F = cardiac RTF act; G = OPRM1-OPRD1 inv; H = OPRM1-OPRD1 ag; I = Keap1 Nrf2 FP; J = CAL-PDZ inh HTS
9. CCC(=O)Nc1cc(=O)[nH]c2nc(-c3ccc(Cl)cc3)nn12
  A = 0	B = 7	C = -2	D = -0.1	E = -21	F = -1	G = 14	H = -2.7	I = 4	J = -4

12. CCOC(=O)N1CCN(CCC(=O)c2ccc(Cl)cc2)CC1
  A = 1	B = 7	C = -5	D = -0.3	E = -11	F = 2	G = 10	H = -2.2	I = -10	J = -1

15. Cc1ccc(N2C(=O)C3C4C=CC(CNC(=S)Nc5ccc(Cl)cc5)(O4)C3C2=O)cc1 (stereo not drawn)
  A = -5	B = -1	C = 1	D = 1.1	E = 1	F = -9	G = -1	H = 0.3	I = -2	J = -1

# Part of the list above, showing only RTF Ca sens inh:
cpd | SMILES | RTF Ca sens inh
6 | COc1ccc(C2(CNC(=O)/C=C/c3ccco3)CCCC2)cc1OC | -7
7 | O=C(NCCc1ccccc1)C1CCN(S(=O)(=O)c2ccc(Br)s2)CC1 | 4
8 | CCN(CC(=O)Nc1ccccc1C(F)(F)F)C(=O)Cc1sc(C)nc1-c1ccc(F)cc1 | -9
9 | CCC(=O)Nc1cc(=O)[nH]c2nc(-c3ccc(Cl)cc3)nn12 | -2

# Next part
# Key to letters – A = V-ATPase pH; B = HTR5A ag; C = RTF Ca sens inh; D = C-LANA FP; E = HTR5A inv ctr; F = cardiac RTF act; G = OPRM1-OPRD1 inv; H = OPRM1-OPRD1 ag; I = Keap1 Nrf2 FP; J = CAL-PDZ inh HTS
26. Cn1c(=O)cc(Cl)[nH]c1=O
  A = 0	B = 3	C = 1	D = 0.5	E = -9	F = 1	G = 9	H = -1.6	I = -4	J = 3

27. CC1CCN(CC(O)COCCC23CC4CC(CC(C4)C2)C3)CC1 (stereo not drawn)
  A = 1	B = 2	C = 1	D = -0.8	E = 6	F = 2	G = -9	H = 1.6	I = -6	J = 1

28. CCC(C)[C@@H](C(=O)N1CCNCC1)n1cc(CCCCN)nn1 (stereo partly drawn)
  A = 0	B = -2	C = -34	D = -0.3	E = 14	F = 5	G = 14	H = -3.1	I = -3	J = -2

29. COC(=O)c1cc(S(=O)(=O)NCC2CCN(CCc3cccs3)CC2)c[nH]1
  A = -2	B = 1	C = 7	D = 0.0	E = -17	F = -2	G = 12	H = -2.3	I = 3	J = 0

30. CC#CCN(CC#CC)S(=O)(=O)c1ccc(-n2cnnn2)c(OC)c1
  A = -1	B = -3	C = -2	D = 5.9	E = -11	F = 4	G = 4	H = -0.8	I = -4	J = -2

31. CCOC(=O)c1nnn2c1nc(N1CCN(C)CC1)c1ccccc12
  A = 3	B = -4	C = -6	D = -0.5	E = -3	F = 7	G = 18	H = -3.7	I = 0	J = -6

32. COc1ccc(C(=O)N2CCN(c3ncnc4c(-c5ccccc5)nsc34)CC2)cc1
  A = 8	B = 1	C = 5	D = 0.8	E = -3	F = 0	G = 7	H = -1.3	I = -3	J = 2

33. CC(=O)c1ccc(S(=O)(=O)N2CCCC(N(C)CCc3ccccc3)C2)cc1 (stereo not drawn)
  A = -1	B = -3	C = -11	D = 0.7	E = -1	F = 8	G = -15	H = 3.0	I = -4	J = -4

34. O=C1OC(c2ccccc2)=C/C1=C/N1CCCCC1
  A = 1	B = -6	C = -1	D = 1.1	E = -17	F = -6	G = -2	H = 0.3	I = 1	J = -1

35. NC(=O)c1nc[nH]c1C(=O)Nc1cccc(NC(=O)c2cccc(C(F)(F)F)c2)c1
  A = 1	B = -5	C = -23	D = 0.7	E = -2	F = -3	G = 4	H = -0.7	I = -4	J = -2

36. O=C(NCCc1ccc(C(F)(F)F)cc1)C1CC(=O)N(Cc2ccccc2)C1 (stereo not drawn)
  A = -4	B = -1	C = 2	D = 1.5	E = 2	F = 1	G = 6	H = -1.5	I = -5	J = -1

37. CC(C)[C@H](NS(=O)(=O)c1ccccc1)C(=O)OCC(=O)NC(=O)NC1CCCCC1
  A = 1	B = -1	C = -5	D = -2.1	E = 2	F = 3	G = -24	H = 4.7	I = -4	J = 4

38. O=C(/C=C/c1c(Cl)cccc1Cl)n1cccn1
  A = 3	B = -3	C = -9	D = -0.4	E = -26	F = 4	G = -16	H = 2.9	I = -2	J = 0

39. CCN(CC)C(=O)C1CC(=O)OC1(C)C (stereo not drawn)
  A = 3	B = 0	C = -7	D = 0.9	E = 1	F = -1	G = 10	H = -1.9	I = -2	J = -2

40. COc1ccc(NC(=O)CCCn2c(=O)c3sccc3n(Cc3ccccc3)c2=O)cc1
  A = 3	B = 2	C = 4	D = 0.8	E = 0	F = 3	G = 7	H = -1.3	I = 3	J = 2

41. CCCNC(=O)CCNC(=O)c1ccc(C(C)(C)C)cc1
  A = -2	B = 1	C = -2	D = 2.7	E = 25	F = -1	G = 12	H = -2.2	I = 0	J = 2

# 3 entries from above, ordered by heavy-atom count, lowest first:
# Key to letters – A = V-ATPase pH; B = HTR5A ag; C = RTF Ca sens inh; D = C-LANA FP; E = HTR5A inv ctr; F = cardiac RTF act; G = OPRM1-OPRD1 inv; H = OPRM1-OPRD1 ag; I = Keap1 Nrf2 FP; J = CAL-PDZ inh HTS
28. CCC(C)[C@@H](C(=O)N1CCNCC1)n1cc(CCCCN)nn1 (stereo partly drawn)
  A = 0	B = -2	C = -34	D = -0.3	E = 14	F = 5	G = 14	H = -3.1	I = -3	J = -2

29. COC(=O)c1cc(S(=O)(=O)NCC2CCN(CCc3cccs3)CC2)c[nH]1
  A = -2	B = 1	C = 7	D = 0.0	E = -17	F = -2	G = 12	H = -2.3	I = 3	J = 0

40. COc1ccc(NC(=O)CCCn2c(=O)c3sccc3n(Cc3ccccc3)c2=O)cc1
  A = 3	B = 2	C = 4	D = 0.8	E = 0	F = 3	G = 7	H = -1.3	I = 3	J = 2

# Assay outcomes (PubChem)
